procasp3 activ – activators of human procaspase-3; P42574; recombinant procaspase-3 D3A, Ac-DEVD-pNA absorbance 405 nm; activation, % at 8.5 µM; 330,000 compounds, 0.11% hits;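 active means activation above the mean of all tested compounds plus 3 SD, cut at about 21% in these data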;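 further: 0% = DMSO alone and 100% = DMSO wells spiked with extra 5 µM PC-3 D3A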
Target sequence (P42574 whole entry D9A/D28A/D175A): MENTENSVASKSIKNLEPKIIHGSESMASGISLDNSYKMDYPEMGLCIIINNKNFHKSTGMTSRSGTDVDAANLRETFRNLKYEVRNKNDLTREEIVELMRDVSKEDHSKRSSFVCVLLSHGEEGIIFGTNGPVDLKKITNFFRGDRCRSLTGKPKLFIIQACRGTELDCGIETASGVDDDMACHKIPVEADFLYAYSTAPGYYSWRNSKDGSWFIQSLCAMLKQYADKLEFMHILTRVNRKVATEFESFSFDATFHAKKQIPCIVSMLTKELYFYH
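Test system: Procaspase-3 D3A mutant, all three cleavage aspartates alanine | Dosing: Single dose, 8.5 µM nominal compound, 0.8% DMSO | Schedule: 1 h preincubation, 2 h reaction | Technique: 405 nm absorbance of p-nitroaniline, reads at 0 and 120 min | Repeats: One well per compound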
JMJD2C inh – blocks human GASC-1 demethylase activity; Q9H3R0; 330,000 compounds, 0.069% hits; GST-JMJD2C(1-420) H3K9me3 demethylation, DELFIA europium; inhibition, % at 2.35 µM;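 active means more than half of a compound's replicate wells show inhibition beyond 50%, single wells judged on their own value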;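 further: signal counts dimethyl H3K9 product captured on neutravidin plate; 0% = median of DMSO wells and 100% = 0.3 times that DMSO median; strong numbers were not always called active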
Target sequence (Q9H3R0 1-420 limits assumed): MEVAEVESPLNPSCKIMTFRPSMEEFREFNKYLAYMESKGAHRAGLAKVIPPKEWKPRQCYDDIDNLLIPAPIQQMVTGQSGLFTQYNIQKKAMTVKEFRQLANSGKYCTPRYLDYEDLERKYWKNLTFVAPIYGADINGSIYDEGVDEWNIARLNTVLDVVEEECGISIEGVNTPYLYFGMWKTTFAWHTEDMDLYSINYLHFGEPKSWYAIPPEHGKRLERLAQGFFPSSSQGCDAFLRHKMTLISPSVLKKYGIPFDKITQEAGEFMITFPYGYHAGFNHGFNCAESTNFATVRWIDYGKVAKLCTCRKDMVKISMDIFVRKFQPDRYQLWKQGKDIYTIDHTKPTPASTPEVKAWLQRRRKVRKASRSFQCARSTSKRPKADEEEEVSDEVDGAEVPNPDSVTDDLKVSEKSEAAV
AHR activator – activates the human aryl hydrocarbon receptor; activation, % at 5 µM; P35869; 320,000 compounds, 2.5% hits; AHR-responsive luciferase reporter cells, luminescence; in the data active means activation above about 47%;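 further: 0% = vehicle wells and 100% = reference agonist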
CR mimetic SO – lowers age-related superoxide in aged yeast cells | S. cerevisiae aged cells, superoxide DHE fluorescence; hits give low values | superoxide response (% of plate mean), % at 10 µM | 330,000 compounds, 0.18% hits | AID 2690;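 active means superoxide response under a set limit, about three screen SD below normal, cut at about 65% in these data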;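 further: yeast aged for seven days with compound at 30 °C before DHE staining; 100% = average MFI of all compound-treated wells on the plate with controls excluded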
RPL19A-GFP yeast – alters RPL19A-GFP fluorescence in TOR pathway yeast screen | S. cerevisiae RPL19A-GFP strain, flow cytometry, 3 h; hits give low values | percent response vs DMSO, % at 10 µM | 330,000 compounds, 0.3% hits | AID 2025;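 active means percent response vs DMSO below 50%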;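 further: median channel GFP fluorescence of the barcoded RPL19A-GFP strain; ratio of sample median GFP to plate DMSO average so 100% = DMSO; lower means less RPL19A-GFP as with rapamycin TOR inhibition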
MEP2-GFP yeast – modulators of TOR pathway MEP2-GFP in S. cerevisiae; S. cerevisiae MEP2-GFP strain, flow cytometry GFP, 3 h; 100% = DMSO control level; GFP response vs DMSO, % at 10 µM; 330,000 compounds, 0.51% hits;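 active means GFP response versus DMSO above a set limit, roughly screen mean plus 3 SD, cut at about 180% in these data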;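 further: median GFP fluorescence of the barcode-gated MEP2-GFP cells per well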
LAP4 TOR yeast – alters LAP4-GFP fluorescence in TOR pathway yeast screen. S. cerevisiae LAP4-GFP multiplex, flow cytometry GFP, 3 h; median GFP as percent of DMSO wells. GFP response vs DMSO, % at 10 µM. 320,000 compounds, 0.34% hits. AID 2023;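 active means GFP response vs DMSO above a set limit, about the screen mean plus 3 SD, cut at about 150% in these data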
proCasp7 act – activates human procaspase-7, counter-screen for procaspase-3 activators. P55210. recombinant procaspase-7, Ac-DEVD-pNA absorbance 405 nm; D23A/D198A/D206A triple mutant, cannot self-cleave; scale: DMSO 0, 5 µM enzyme 100. activation, % at 8.5 µM. 330,000 compounds, 0.093% hits;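 active means percent activation above the screen-wide mean plus 3 SD, cut at about 25% in these data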
Target sequence (P55210 whole entry D23A/D198A/D206A): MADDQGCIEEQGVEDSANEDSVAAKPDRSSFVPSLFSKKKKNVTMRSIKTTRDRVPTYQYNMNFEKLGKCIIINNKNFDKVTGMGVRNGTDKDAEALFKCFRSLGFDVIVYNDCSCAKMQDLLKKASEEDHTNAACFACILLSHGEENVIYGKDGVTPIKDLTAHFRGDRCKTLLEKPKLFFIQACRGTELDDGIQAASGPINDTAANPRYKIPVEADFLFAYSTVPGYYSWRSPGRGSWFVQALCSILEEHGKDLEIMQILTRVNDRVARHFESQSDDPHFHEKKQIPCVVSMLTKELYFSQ
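Assay system – Uncleavable procaspase-7 mutant enzyme · Quantity – 2 µM procaspase-7 mutant as dispensed · Times – 1 h preincubation, 2 h reaction · Dosing – single nominal 8.5 µM compound dose, 0.8% DMSO final · Buffer or medium – Zinc-free 50 mM HEPES buffer, pH 7.4, with NaCl and Triton X-100 · Detection – Epi-absorbance of released pNA at 405 nm, two timepoints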
Starred values were filed as active, the others as inactive; · = not tested or not shown; & = joins results of further samples. This is a random part of the collection. About 3.8% of those tested had a hit in this group.

SMILES	procasp3 activ	JMJD2C inh	AHR activator	CR mimetic SO	RPL19A-GFP yeast	MEP2-GFP yeast	LAP4 TOR yeast	proCasp7 act
COCCn1c(=NC(=O)c2nc3ccccc3s2)sc2cc(S(C)(=O)=O)ccc21	-6	-15	8	113	108	104	98	6
CCOC(=O)[C@H]1[C@H]2COc3ccc(Cl)cc3[C@@H]2N2C(=O)CN(C)C(=O)[C@@]12C	10	3	1	74	96	94	90	6
COc1cc(NC(=O)COC(=O)CNC(=O)C23CC4CC(CC(C4)C2)C3)cc(OC)c1	5	-1	1	101	97	93	97	5
CCOC(=O)c1c(NC(=O)Cn2nc(C(F)F)cc2C(F)F)sc(C)c1C	10	-2	7	85	93	86	85	8
Cc1cccc(C(=O)NNC(=O)c2ccco2)c1	-1	3	5	103	98	104	99	-8
CCOC(=O)N/N=C(\C)c1ccc(C)c([N+](=O)[O-])c1	4	1	2	84	102	107	108	3
O=C(/C=C/c1ccccc1[N+](=O)[O-])N1CCN(C(=O)c2ccco2)CC1	-3	3	3	116	90	95	96	-3
COCCN(C(=S)Nc1ccc(OC)cc1)C(C)c1cccs1 (stereo unspecified)	-5	-7	2	89	98	95	86	-12
CCC(=O)NC(=S)NNC(=O)c1ccccc1[N+](=O)[O-]	-27	-13	3	122	97	101	93	-44
O=C(CSc1ncn[nH]1)Nc1ccc2c(c1)CCC2	-4	7	2	74	106	101	93	12
Nc1nonc1-n1nnc(C(=O)N/N=C/c2ccc(Cl)cc2)c1-c1ccc2c(c1)OCO2	0	-20	0	95	100	103	99	-6
O=C(CCN1CCN(C(=O)c2ccco2)CC1)Nc1ccc(F)cc1	7	16	-2	103	99	109	95	-1
COc1ccc(NC(=O)CCCn2c(=O)c3sccc3n(Cc3cccc(C)c3)c2=O)cc1	-1	16	-3	97	107	86	88	3
O=[N+]([O-])c1ccccc1NC1CCN(Cc2ccccc2)CC1	-2	-6	-2	106	90	90	95	5
O=C(NC1CCCCC1)c1cc(-c2ccccc2Cl)on1	15	7	42	103	110	108	113	-5
O=C(O)c1ccnc(Cl)c1	14	-4	3	99	110	116	108	4
S=c1[nH]nc(-c2cc(-c3ccccc3)n[nH]2)n1/N=C/c1ccc(Br)s1	1	-6	18	113	103	101	106	-4
COc1ccc(N2CCN(C(=O)Cn3ncc4c([nH]c5ccccc54)c3=O)CC2)cc1	4	1	2	91	101	93	91	-3
COc1ccc(CCNC(=O)CSc2nnc(CNC(=O)c3cc(OC)c(OC)c(OC)c3)o2)cc1OC	5	-1	1	78	99	109	91	3
CCN(CC(=O)Nc1ccc2c(c1)OCCO2)C(=O)C1CCCCC1	-7	-11	2	94	96	98	91	6
COc1ccccc1NCC(=O)N/N=C/c1cccnc1	0	-1	19	73	112	114	116	0
Cc1ccc(S(=O)(=O)NNC(=O)C2CCN(Cc3ccccc3)CC2)cc1	9	-2	2	144	104	105	101	1
O=C(c1cccc(COCC(F)(F)C(F)F)c1)N1CCN(c2ccccc2)CC1	6	4	-1	85	97	104	102	-7
CCc1ccc2[nH]c(=O)c(CN(CCN(C)C)C(=S)NCc3ccco3)cc2c1	6	-5	4	92	87	94	89	1
CCOc1ccc(NC(=O)CN(C)C(=O)C2COc3ccccc3O2)cc1OCC (stereo unspecified)	5	-4	3	86	101	103	102	15

Quoted from the results shown for reference:
SMILES	procasp3 activ	JMJD2C inh	AHR activator	CR mimetic SO	RPL19A-GFP yeast	MEP2-GFP yeast	LAP4 TOR yeast	proCasp7 act
COCCn1c(=NC(=O)c2nc3ccccc3s2)sc2cc(S(C)(=O)=O)ccc21	-6	-15	8	113	108	104	98	6
CCOC(=O)[C@H]1[C@H]2COc3ccc(Cl)cc3[C@@H]2N2C(=O)CN(C)C(=O)[C@@]12C	10	3	1	74	96	94	90	6
COc1cc(NC(=O)COC(=O)CNC(=O)C23CC4CC(CC(C4)C2)C3)cc(OC)c1	5	-1	1	101	97	93	97	5
CCOC(=O)c1c(NC(=O)Cn2nc(C(F)F)cc2C(F)F)sc(C)c1C	10	-2	7	85	93	86	85	8

(next part)
SMILES	procasp3 activ	JMJD2C inh	AHR activator	CR mimetic SO	RPL19A-GFP yeast	MEP2-GFP yeast	LAP4 TOR yeast	proCasp7 act
Cc1cccn2c(NCc3ccc4c(c3)OCO4)c(-c3ccc(O)cc3)nc12	-3	-5	29	96	97	97	96	-7
CCn1c(=O)cc(OCC(=O)N2CCCC2)c2ccccc21	3	7	40	109	101	107	100	-1
O=C(O)Cc1ccc(NC(=O)c2ccc3c(c2)C(=O)N(CC2CCCO2)C3=O)cc1 (stereo unspecified)	14	8	-2	98	104	100	84	7
COc1ccc(COCC(O)CN2CC(C)OC(C)C2)cc1OC (stereo unspecified)	0	-3	0	111	107	103	89	-2
Oc1cc2ccccc2cc1-c1n[nH]c(=S)n1Cc1ccco1	-14	1	3	102	97	93	107	-16
O=C(CN(C(=O)CCC(=O)Nc1ccccn1)C1CCCC1)NCc1ccc(F)cc1	6	-5	1	102	92	99	86	0
O=C(Nc1ccccc1C(=O)O)c1cc(S(=O)(=O)Nc2cccc(F)c2)ccc1Cl	7	-10	-2	103	105	105	95	11
O=C(Cc1n[nH]c(=O)c2ccccc12)OCC(=O)c1ccccc1	-3	6	6	70	96	100	95	4
Cc1ccc(-c2nc(=S)c3c(n2CCN2CCOCC2)CC(C)(C)OC3)cc1	6	7	6	100	96	96	102	7
O=C(O)c1ccc(-c2noc(-c3ccccc3Cl)n2)cc1	3	11	-3	100	99	92	118	10
COCCCNC(=O)c1ccc(Cn2c(=O)c3ccccc3n(Cc3ccccc3C#N)c2=O)cc1	13	-5	3	113	100	103	101	5
Cc1ccc(-c2nnn(CC(=O)N3CCCCC3)n2)cc1	0	15	8	100	106	99	91	1
CC(c1ccco1)N(C(=O)CSc1ccc(Br)cc1)c1ccccn1 (stereo unspecified)	-1	2	8	93	102	102	97	18
Cc1ccc2c(c1)nnn2C1CCN(S(=O)(=O)c2ccc(C(=O)O)cc2)CC1	-7	-2	-1	102	98	104	94	4
COc1ccccc1NC(=O)CCSc1nnc(-c2ccc(O)cc2)o1	1	5	-8	98	100	99	104	3
COc1ccc(C(C(=O)NC(C)(C)C)N(C(=O)CCC(=O)Nc2cc(C)on2)c2cc(C)cc(C)c2)cc1 (stereo unspecified)	1	7	5	120	96	99	88	10
CSc1ncc(Cl)c(C(=O)Nc2ccc(S(=O)(=O)N3CCOCC3)cc2)n1	-6	36&2	-5	82	108	111	112	-2
Cc1cccc(-n2ncc3c(N(CCO)CCO)ncnc32)c1	-3	-8	42	108	105	92	92	10
O=C(c1cc(-c2cccc(Cl)c2)on1)N1CCc2ccccc2C1	1	10	-1	100	105	99	89	11
O=C(Nc1ccccc1)c1cccc(N2C(=O)C3C4CC(C(Br)C4Br)C3C2=O)c1 (stereo unspecified)	-2	13	0	96	99	100	108	7
Cc1ccc(C(=O)N/C(=C\c2ccccc2)C(=O)NCc2cccnc2)cc1	5	50	2	98	101	91	103	3
N#CC1=C(SCC(=O)Nc2cccc3cccnc23)NC(=O)C(C#N)C12CCCCC2 (stereo unspecified)	3	1	7	88	96	102	96	10
Cc1ccccc1C(=O)NC(=S)Nc1ccccc1C(F)(F)F	-6	-3	-1	91	104	110	109	-6
CC1CCN(c2ccc3nnc(CCC(=O)NCC(C)c4ccccc4)n3n2)CC1 (stereo unspecified)	4	17	-1	80	100	101	95	5
Cc1cc(C)cc(NC(=O)COC(=O)CNC(=O)C2CCCCC2)c1	-1	-7	0	103	93	93	87	12

(more compounds)
SMILES	procasp3 activ	JMJD2C inh	AHR activator	CR mimetic SO	RPL19A-GFP yeast	MEP2-GFP yeast	LAP4 TOR yeast	proCasp7 act
CCCCN(C(=O)CNC(=O)c1ccco1)C(C(=O)NC1CCCCC1)c1cccnc1 (stereo unspecified)	4	-8	0	94	102	107	104	4
Cc1ccc(S(=O)(=O)N2CC(O)CC2C(=O)OCC(=O)c2ccccc2Cl)cc1C (stereo unspecified)	8	8	2	97	98	96	99	3
CC(=O)N1CCN=C1SCc1cccc(F)c1	0	8	-1	122	96	93	97	8
Cc1ccc(S(=O)(=O)N2CCCCC2)cc1C(=O)NC1CCCCC1	12	55	2	112	106	107	98	5
CCOc1cc(/C=C\[N+](=O)[O-])ccc1OCC(=O)Nc1ccccc1C	-6	-146	3	90	84	67	143	-14
Cc1cc(C)cc(NC(=O)C[n+]2ccccc2)c1	·	14	·	100	102	110	96	·
CC(C)n1c(Nn2cnnc2)nc2ccccc21	6	4	1	102	96	97	98	-6
C=CCNC(=O)/C(C#N)=C/c1ccc(SC)cc1	0	21	1	100	102	98	96	-2
COc1cccc2cc(C(=O)NC(C)C3CCCO3)c(=O)oc12 (stereo unspecified)	5	-1	3	95	102	105	95	0
CCN(C[C@H]1N[C@@](CC)(C(=O)OC)[C@H]2C(=O)N(C)C(=O)[C@@H]12)S(=O)(=O)c1ccc(OC(F)(F)F)cc1	5	18	-1	97	94	91	96	4
CCC(C)NCC(O)(c1ccc(Cl)cc1)c1ccc(Cl)cc1 (stereo unspecified)	1	3	-2	111	85	91	86	-2
CN(C)C(=O)C[n+]1cccc(/C=N/O)c1	2	-11	3	107	107	102	85	-7
O=C(NC1CCCC1)c1cccc(Oc2ccccc2)c1	-9	-2	4	75	101	107	111	1
COC(=O)C1CCN(C(=O)COC(=O)C2CCN(S(=O)(=O)c3ccc(C)c(C)c3)CC2)CC1	5	1	-1	111	100	106	108	6
CCCCCN(C(=O)NC(=O)Nn1cnnc1)S(C)(=O)=O	8	2	-1	91	94	95	101	-4
CCOC(=O)Cc1csc(NC(=O)c2cnc3sc(C)cn3c2=O)n1	7	3	2	99	96	96	94	5
CCOC(=O)c1c(NC(=S)Nc2ccccc2)sc2c1CCCCC2	-5	-13	3	116	94	95	93	2
COCCn1c(SCc2ccc(C(=O)OC)o2)nc2cc(Cl)ccc2c1=O	0	-8	1	109	91	100	113	-6
CCOc1cc(S(=O)(=O)n2nc(C)cc2C)ccc1F	-1	1	-1	100	95	98	106	0
COc1cc(OC)cc(C(=O)N/N=C2/SCC(=O)N2Cc2ccco2)c1	10	11	2	99	105	113	110	14
O=C(N/N=C/c1ccc(-c2ccc([N+](=O)[O-])cc2)o1)c1cccnc1	-2	7	24	113	92	98	112	-9
CC(C)NC(=O)CSc1nc(N)c(NC(=O)c2ccccc2F)c(=O)[nH]1	-1	0	2	113	104	100	90	-1
Cc1ccc(S(=O)(=O)n2[nH]c(=O)cc2NC(=O)c2cccs2)cc1	-15	0	1	109	90	87	108	-15
COc1cc2c(cc1NC(=O)CSc1nccn1C)oc1ccccc12	6	-10	78*	99	97	93	94	1
CC(=O)c1sc(NC(=O)c2cccs2)nc1C	5	11	8	112	108	110	96	8
COC(=O)c1cc(NC(=O)c2ccc([N+](=O)[O-])cc2)c(=O)oc1C	-2	-1	-2	98	97	97	96	-2
Cc1ccccc1OCc1nnc(SC(C)C(=O)O)n1Cc1ccccc1 (stereo unspecified)	-6	-5	9	109	99	102	95	-13
CCCC(=O)Nc1ccc(NC(=O)C23CC4CC(CC(C4)C2)C3)cn1	2	-2	-1	88	94	111	94	11
COc1ccccc1CNC(=O)CSc1cc(=O)n(C)c2ccccc12	-1	11	2	112	101	103	98	-2
